Screening data as filed in PubChem BioAssay.
RXFP1 ag – activates the human relaxin receptor RXFP1 | HEK293T-RXFP1 cAMP TR-FRET, 30 min; response scale: percent of porcine relaxin response, buffer zero | Q9HBX9 | 370,000 tested, 0.3% active | Potency, µM (titrated, usually from 57.5 µM), without a hit: at the top dose activation, hits mostly activators; also: potency is read from the fitted curve at half-maximal effect; % is scaled to controls: 0 for no effect and ±100 for the full control effect; nearly all actives have a fitted effect of over 60% in size; many of its hits are not listed in these tables
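HEK293T cells stably expressing RXFP1 were pretreated with the PDE4 inhibitor Ro 20174, exposed to compounds for 30 min at 37C, lysed, and cAMP was read by TR-FRET. Data normalized to buffer (basal) and 29 nM porcine relaxin (100%).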
PI4K2A block – PI4K2A (human) kinase inhibition. 420,000 tested, 0.13% active. activity change, negative = inhibition, % at 76.9 µM. Q9BTU6. purified PI4K2A, ADP-Glo luminescence, 1 h; active compounds read low; in the data active = activity change below about -50%; inconclusive = mostly about -30% to -49%;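 also: -100% = wells without enzyme as full effect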
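ADP-Glo luminescence measured ADP generated by PI4K2A enzyme (4 ug/mL before mixing) with 1.2 mM PI substrate (pre-mix) and 300 microM ATP (pre-mix). Tris pH7.5 buffer with MgCl2, Triton X-100; 1 h reaction at ambient temperature.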
LDHA inh – inhibitors of human lactate dehydrogenase A. 480,000 tested, 0.15% active. purified LDHA, NADH/diaphorase-resazurin fluorescence; active compounds read low. AID 1347041. activity change, % (values are at about 110 or 230 µM); in the data active = activity change below about -30%; inconclusive = mostly about -25% to -30%;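 also: plate controls were DMSO wells for no effect and wells without enzyme for full effect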
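Enzyme activity of human lactate dehydrogenase 5 (2 nM; 0.06 mM NADH, 0.2 mM pyruvate, 5 min, RT) is measured via a resazurin/diaphorase fluorescence readout of residual NADH.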
TrxR1 substrate – rat thioredoxin reductase 1 substrate activity. purified TrxR1 substrate turnover, NADPH consumption readout. Potency, µM (top dose mostly 114 µM), without a hit: at the top dose activity change, negative = substrate turnover. 390,000 tested, 0.01% active. AID 588456; also: potency is read from the fitted curve at half-maximal effect; % is scaled to controls: 0 for no effect and ±100 for the full control effect; nearly all actives have a fitted effect of over 50% in size
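Rat TrxR1, dispensed at 90 nM, was prereduced with 400 uM NADPH (final) for 5 min at ~22 deg C, then incubated with compound 15 min before 400 uM selenite. A first-read NADPH fluorescence drop versus no-compound background flagged substrates.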
Vif-A3F inh – Vif-A3F binding inhibition; HeLa A3F-eYFP + Vif (tagged APOBEC3F with the HIV-1 protein that degrades it), YFP fluorescence increase; Potency, µM (doses to about 46.1 µM), inactives show top-dose activity, negative = active; 390,000 tested, 0.2% active; AID 602313; also: potency is read from the fitted curve at half-maximal effect; % of control where 0% means no effect; nearly all actives have a fitted effect of over 65% in size
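Fluorescence increase (Ex 488/Em 500-530) after overnight compound treatment at 37 deg C flags inhibition of Vif-driven A3F-eYFP loss in stable HeLa A3F-eYFP/Vif cells seeded overnight beforehand.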
Vif-APOBEC3G blk – inhibitors of Vif-APOBEC3G interaction; HeLa A3G-eYFP + Vif (tagged APOBEC3G with the HIV-1 protein that degrades it), YFP fluorescence, overnight; Potency, µM (doses to about 46.1 µM), inactives show at the highest dose activity, negative = active, hits mostly inhibitors; Q9HC16; 410,000 tested, 0.076% active;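 also: potency is read from the fitted curve at half-maximal effect; % is scaled to controls: 0 for no effect and ±100 for the full control effect; nearly all actives have a fitted effect of over 60% in size; hits raise eYFP signal because A3G escapes Vif-driven loss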
Target sequence (Q9HC16 whole entry, looked up): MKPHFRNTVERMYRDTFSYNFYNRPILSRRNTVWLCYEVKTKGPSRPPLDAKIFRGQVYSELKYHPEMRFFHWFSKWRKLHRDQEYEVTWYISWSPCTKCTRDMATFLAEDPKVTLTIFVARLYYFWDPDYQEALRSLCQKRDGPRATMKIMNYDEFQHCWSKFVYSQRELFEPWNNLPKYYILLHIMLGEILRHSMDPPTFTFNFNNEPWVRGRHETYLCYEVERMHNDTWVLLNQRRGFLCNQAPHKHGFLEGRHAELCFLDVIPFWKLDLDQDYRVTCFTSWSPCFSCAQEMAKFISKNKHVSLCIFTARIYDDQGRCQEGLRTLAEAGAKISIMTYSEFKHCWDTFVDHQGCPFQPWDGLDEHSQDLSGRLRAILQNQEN
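HeLa cells stably expressing Vif and C-terminally eYFP-tagged A3G, seeded overnight at 37 deg C, then exposed to compound by pintool overnight at 37 deg C. Rise in yellow fluorescence (Ex 488/Em 500-530, Acumen) marks blocked Vif-driven A3G degradation.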
GRP78 ERSR act – ER stress response induction in glioma. U87-MG GRP78 promoter luciferase reporter, 16 h. Potency, µM, for inactives: top-dose activation, hits mostly activators. 420,000 tested, 0.02% active; also: potency is read from the fitted curve at half-maximal effect; series mostly up to about 76 µM; % of control where 0% means no effect; nearly all actives have a fitted effect of over 35% in size
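Stably transfected U87-MG human glioma cells carrying a GRP78-based luminescent sensor were seeded at 1000 cells/well, pin-dosed with compounds and incubated 16 h. Luciferase reagent was then added, and end-point luminescence was read after 10 min at room temperature.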
mIDH1 inhibitor – blocks human mutant IDH1 R132H enzyme | O75874 | IDH1-R132H enzyme, NADPH consumption, diaphorase/resazurin fluorescence | Potency, µM (doses to about 76.6 µM), for the others: at the top dose activity change, negative = inhibition, hits mostly inhibitors | 390,000 tested, 0.093% active | AID 602179; also: potency is read from the fitted curve at half-maximal effect; % is scaled to controls: 0 for no effect and ±100 for the full control effect; nearly all actives have a fitted effect of over 65% in size
Target sequence (O75874 whole entry R132H, stated change not applied): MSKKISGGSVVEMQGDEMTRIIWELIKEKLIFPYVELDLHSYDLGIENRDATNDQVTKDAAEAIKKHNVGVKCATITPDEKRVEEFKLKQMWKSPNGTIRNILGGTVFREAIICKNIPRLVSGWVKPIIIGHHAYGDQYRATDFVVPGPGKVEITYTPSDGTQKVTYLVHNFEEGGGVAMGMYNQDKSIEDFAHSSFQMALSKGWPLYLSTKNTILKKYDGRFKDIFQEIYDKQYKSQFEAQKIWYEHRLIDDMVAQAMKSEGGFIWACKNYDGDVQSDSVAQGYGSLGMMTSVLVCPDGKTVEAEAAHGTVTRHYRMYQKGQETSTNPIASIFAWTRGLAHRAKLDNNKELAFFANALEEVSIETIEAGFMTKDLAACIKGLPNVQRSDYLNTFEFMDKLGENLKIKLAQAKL
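IDH1-R132H (0.5 ug/mL) preincubated 30 min with compound, then NADPH (0.016 mM) and alpha-KG (2 mM) added; 80 min at RT, pH 7.5. Remaining NADPH coupled via diaphorase/resazurin to fluorescence (540/590 nm); concentration-response curves normalized to no-enzyme control.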
USP1-UAF1 inh – blocks the human USP1/UAF1 deubiquitinase complex | O94782 | recombinant USP1/UAF1, Ub-Rhodamine cleavage fluorescence | Potency, µM (series often up to 57.1 µM), without a hit: at the highest dose activity change, negative = inhibition, hits mostly inhibitors | 390,000 tested, 0.23% active | AID 743255; also: potency is read from the fitted curve at half-maximal effect; % is scaled to controls: 0 for no effect and ±100 for the full control effect; nearly all actives have a fitted effect of over 60% in size; inactives centre near -12
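USP1/UAF1 complex at 1 nM was preincubated with compound for 15 min at room temperature, then Ub-Rho substrate (150nM final) was added. Fluorescence (480/540 nm) was read kinetically, 6 reads every 60 seconds.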
* hit, by the source's call; ? = inconclusive; . = not tested or not shown; [ ] = dose if it differs, or a comment. Unless noted, calls follow the shape of the dose curve; as a rule, active = well fitted curve in the direction sought with a large enough effect; inconclusive = small, poorly fitted or top-dose-only effect, or another doubt; inactive = no such curve, though single readings can be large; an effect the other way counts as inactive or inconclusive. This is a subset. The share of hits here may be higher or lower than overall.

mol	RXFP1 ag	PI4K2A block	LDHA inh	TrxR1 substrate	Vif-A3F inh	Vif-APOBEC3G blk	GRP78 ERSR act	mIDH1 inhibitor	USP1-UAF1 inh
COC(=O)c1ccc(C(=O)Nc2cc(Cl)ccc2Cl)cc1NC(=O)c1ccc(N(C)C)cc1	0.3%	0.3	-11.9	5.0%	-0.5%	1.1%	-1.9%	6.0%	-19.1%
COc1cc(/C=C/C(C)=NNc2ccccc2)ccc1O	.	8.5	4.5	-7.2%	?	?	2.9%	-2.8%	-5.0%
Nn1c(C2CCC2)nc2ccccc2c1=O	0.9%	2.7	-4.7	-10.2%	6.7%	-5.5%	-3.0%	-1.3%	-16.5%
COc1ccc(CCC(=O)OCc2csc(CC(=O)Nc3ccccc3C)n2)cc1	2.1%	2.4	-0.7	-14.3%	-8.5%	-0.5%	-4.8%	2.1%	0.1%
CCCn1ccnc1SCC(=O)Nc1c(C)n(C)n(-c2ccccc2)c1=O	-2.1%	-1.3	-4.5	-7.4%	-21.1%	-1.1%	-4.1%	-1.3%	-6.4%
O=C(O)c1ccccc1S(=O)(=O)CC(=O)N1CCCCC1	2.9%	8.4	-9.5	2.4%	-0.1%	1.5%	-2.6%	-5.2%	-16.8%
Cc1cccc(C)c1N(CC(=O)NCc1ccccc1)C(=O)c1csnn1	-0.1%	3.6	-9.2	-4.1%	-5.6%	2.6%	-3.3%	-5.1%	-22.4%
COc1ccc(Cl)cc1NC(=O)c1cnc2n(c1=O)CCS2	0.0%	-5.0	-9.9	17.1%	0.1%	0.5%	0.7%	-3.7%	-14.7%
CCOc1ccccc1NC(=O)Nc1cccc(NC(C)=O)c1	0.3%	-2.8	-0.5	-1.6%	0.2%	-3.3%	-0.5%	11.1%	-27.1%
O=C(CSc1nc2cc(S(=O)(=O)N3CCOCC3)ccc2o1)NC1CCCc2ccccc21 (configuration not stated)	0.6%	-7.0	-3.9	-6.9%	.	-3.1%	-2.8%	1.5%	-13.5%
Cc1ccc(C(=O)NCc2nc3ccccc3[nH]2)o1	-0.3%	-3.4	-13.6	5.4%	-6.7%	-0.9%	9.1%	-3.9%	-18.6%
CCN(c1ccccc1)S(=O)(=O)c1cccc(C(=O)O)c1	-0.5%	-5.7	-0.8	12.0%	-3.5%	-0.5%	-0.5%	4.8%	?
CCOc1ccccc1CNn1cnnc1	.	0.7	-3.4	8.3%	-7.0%	1.1%	-2.7%	-2.4%	-22.6%
CCOC(=O)c1c(C)[nH]c(C(=O)OCC(=O)NCc2ccccc2)c1C	.	-2.8	-8.4	-3.7%	6.5%	-1.7%	-4.4%	-8.6%	-10.1%
O=C1N(Cc2cccnc2)C[C@@H]2C[C@@H](c3cccc(C(F)(F)F)c3)N3CCC[C@@]123	0.5%	-14.2	0.8	2.4%[57.1 µM]	1.0%	2.0%	-3.1%	5.6%	-24.2%
COc1ccc(N2CCN(C(=O)c3c(-c4c(F)cccc4Cl)noc3C)CC2)cc1	-4.1%	-4.1	0.6	-7.7%	1.4%	0.6%	-6.1%	4.3%	-19.1%
CC(C)c1ccc(N(CC(=O)NN=C2CCN(C)CC2)S(=O)(=O)c2ccccc2)cc1	1.8%	-1.8	-2.5	-4.7%[57.1 µM]	-5.7%	-0.7%	0.3%	2.6%	-0.2%
CCCn1nnc(NC(=O)/C=C/c2ccco2)n1	-4.5%	-6.2	-2.4	5.1%[11.4 µM]	-3.8%	-0.4%	0.8%	0.4%	-3.9%
N#Cc1c(NCCCO)nc(NCc2ccccc2)c2c1CCN(Cc1ccccc1)C2	0.7%	6.8	13.3	3.1%[57.1 µM]	3.7%	-3.1%	-2.8%	-0.1%	-26.2%
COC(=O)c1cc(COC(=O)c2cccnc2SC)oc1C	-0.1%	-1.6	-8.4	2.3%	-0.3%	-1.0%	-6.0%	3.2%	-5.0%

Among those listed so far, these contain four or more nitrogen atoms.
mol	RXFP1 ag	PI4K2A block	LDHA inh	TrxR1 substrate	Vif-A3F inh	Vif-APOBEC3G blk	GRP78 ERSR act	mIDH1 inhibitor	USP1-UAF1 inh
CCCn1ccnc1SCC(=O)Nc1c(C)n(C)n(-c2ccccc2)c1=O	-2.1%	-1.3	-4.5	-7.4%	-21.1%	-1.1%	-4.1%	-1.3%	-6.4%
Cc1cccc(C)c1N(CC(=O)NCc1ccccc1)C(=O)c1csnn1	-0.1%	3.6	-9.2	-4.1%	-5.6%	2.6%	-3.3%	-5.1%	-22.4%
CCOc1ccccc1CNn1cnnc1	.	0.7	-3.4	8.3%	-7.0%	1.1%	-2.7%	-2.4%	-22.6%
CC(C)c1ccc(N(CC(=O)NN=C2CCN(C)CC2)S(=O)(=O)c2ccccc2)cc1	1.8%	-1.8	-2.5	-4.7%[57.1 µM]	-5.7%	-0.7%	0.3%	2.6%	-0.2%
CCCn1nnc(NC(=O)/C=C/c2ccco2)n1	-4.5%	-6.2	-2.4	5.1%[11.4 µM]	-3.8%	-0.4%	0.8%	0.4%	-3.9%
N#Cc1c(NCCCO)nc(NCc2ccccc2)c2c1CCN(Cc1ccccc1)C2	0.7%	6.8	13.3	3.1%[57.1 µM]	3.7%	-3.1%	-2.8%	-0.1%	-26.2%

Part of the list above, showing only LDHA inh, Vif-A3F inh and PI4K2A block:
compound | LDHA inh | Vif-A3F inh | PI4K2A block
CC(C)c1ccc(N(CC(=O)NN=C2CCN(C)CC2)S(=O)(=O)c2ccccc2)cc1 | -2.5 | -5.7% | -1.8
CCCn1nnc(NC(=O)/C=C/c2ccco2)n1 | -2.4 | -3.8% | -6.2
